# Compound activity deposited in PubChem BioAssay by several laboratories.
# Ins promoter up = MIN6 insulin promoter up-regulation | actives 0.3% (n = 190,000) | MIN6 insulin promoter-GFP reporter, high-content imaging; hits give high values | z-score at 5 µM;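 active means z-score above 3 at 5 µM with at least 500 cells counted in the well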
# bCat nuc transl = beta-catenin nuclear translocation modulation. HeLa beta-catenin nuclear translocation, immunofluorescence imaging. actives 0.3% (n = 190,000). AID 1665. nuclear translocation activity, % at 5 µM;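 active means nuclear translocation activity above 50% at 5 µM, with a well cell count of 50 or more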;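 further: per-cell ratio of nuclear to cytoplasmic median beta-catenin stain intensity; plate controls were DMSO negative control for no effect and GSK-3 inhibitor IX positive control for full effect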
#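 Test system: HeLa cells, endogenous beta-catenin; Compound: single 5 µM dose plus 0.02–20 µM confirmation series; Times: compound exposure 24 h at 37°C; Signal: fluorescence imaging of beta-catenin antibody stain plus DAPI; Read-out: % activation, nuclear-to-cytoplasmic median beta-catenin signal ratio per cell.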
# Autophagy mod = autophagy modulation, high-content screen. MEF GFP-LC3 puncta imaging; test concentration mostly 10 µM. calls only at 10 µM (by protocol). actives 0.98% (n = 190,000);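 active means percentage of spot-positive cells more than 3 SD above its plate mean, without a fluorescence outlier flag or 80% toxicity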;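 further: spot-positive cell cutoff set from DMSO-treated cells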
# MT stabilize HCS = microtubule stabilizers in HeLa cells; HeLa tubulin immunostaining HCS, 24 h; share of cells brighter than vehicle mean+2SD; % tubulin-high responders, % at 10 µM; actives 0.83% (n = 200,000);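 active means plate Z-score above 3 for both tubulin-high and condensed-nucleus cell shares, with cell loss under 80%, at 10 µM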;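 further: anti alpha tubulin signal scored within the nucleus-defined area of each cell; some results filed as inactive read as strong as hits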
# Hep lipid drop = modulators of hepatic lipid droplet formation; inhibition, % at 6.5 µM; AID 1656; actives 0.4% (n = 240,000); AML12 mouse hepatocytes, oleate lipid droplets, BODIPY imaging;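 active means lipid droplet intensity inhibited by at least 50%, with more than 500 cells counted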
#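 Material: mouse AML12 hepatocyte cell line, fixed after treatment; Timing: compound with oleate, overnight; Technique: high-content imaging of BODIPY-stained droplets and DAPI nuclei; Probe or stimulus: oleate, 100 µM final; Dosing: compound at 6.5 µM only.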
# PMI inhibition = human PMI inhibitors, high substrate, primary screen, biochemical, fluorescence intensity, high mannose 6-phosphate (AID 1220). recombinant PMI enzyme, coupled fluorescence intensity; higher % means a stronger effect. inhibition, % at 20 µM; hits with a dose series show IC50 in µM. actives 0.66% (n = 190,000)
# TNAP activators = stimulation of alkaline phosphatase TNAP activity – biochemical, luminescent, no phosphate acceptor, uHTS, primary screen (AID 1001). activation fold at 20 µM; hits with a dose series show EC50 in µM. purified TNAP, luminescent activation assay, no phosphate acceptor; higher activation fold means a stronger effect. actives 0.03% (n = 200,000); in the data active means activation fold from about 3, or a potency from the dose series; inactive means the rest, 99 in 100 with activation fold below about 1.6; further: many of its hits are not listed in these tables
# human PMI inhibition = inhibitors of human PMI, primary screen, biochemical, fluorescence intensity, coupled assay (AID 1209); purified PMI enzyme, coupled fluorescence intensity; higher % means a stronger effect; one-dose inhibition, % at 20 µM; IC50 in µM for titrated hits; actives 0.42% (n = 190,000);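 further: plate controls were DMSO vehicle for no effect and wells lacking substrate for full effect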
# T cell HTS = modulates CD8 T cell binding to vesicles; calls only at 7 µM; actives 0.068% (n = 330,000); 2C CD8+ T cell-vesicle binding, flow cytometry; hits give low values;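 active means response, share of CD8 T cells binding vesicles, and their 90th percentile fluorescence all below set limits, cut at about 80% in these data, passing the limit was not always enough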
#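 material = purified 2C TCR transgenic mouse naive CD8+ T cells | controls = Unloaded micro-vesicles (low), QL9 vesicles with 0.7% DMSO (high) | detection = cytometric PE anti-B7-1 and Alexa647 anti-CD8 signals after 1% paraformaldehyde fixation | incubation = binding step 1.5 h, 37 °C, antibody labelling 20 min, ice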
# Ins promoter up cell count = further read-out of Ins promoter up, marked with its call; cell count; measured here: cytotoxicity, nuclei count;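 total cells summed across four imaged fields per well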
# Hep lipid drop cells 6.5 µM = also measured in Hep lipid drop; calls as there; cell count; measured here: cell count, cytotoxicity flag;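 cells counted across two imaged fields per well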
# bCat nuc transl cell count 5 µM = recorded beside bCat nuc transl, whose call it bears; cell count; measured here: cell count, cytotoxicity flag
# T cell HTS vesicle-bound % = second read-out of T cell HTS, no call of its own (marks repeat the call); double positive events, %; measured here: CD8+ vesicle-bound cell fraction;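 binding gate set so that unloaded-vesicle control wells show 10% double positive cells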
# MT stabilize HCS Hoechst-high % = recorded beside MT stabilize HCS, whose call it bears; % Hoechst-high responders; measured here: nuclear condensation Hoechst responders;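 share of cells brighter than vehicle mean plus two SD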
# MT stabilize HCS cytotoxicity % = recorded beside MT stabilize HCS, whose call it bears; toxicity, %; measured here: cytotoxicity by cell density;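 0% = mean cell density of plate MIN control wells and 100% = no cells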
# Autophagy mod cell loss 18 h = also measured in Autophagy mod; calls as there; toxicity, %; measured here: cell loss, nuclei count;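 cell loss after 18 h compound exposure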
# Starred values were filed as active, the others as inactive; i = inactive; / = no result given. Unless noted, no stated cut-off is given here; in the data, active means inhibition above about 50%; inactive means the rest.
SMILES,Ins promoter up,Ins promoter up cell count,bCat nuc transl,bCat nuc transl cell count 5 µM,Autophagy mod,Autophagy mod cell loss 18 h,MT stabilize HCS,MT stabilize HCS Hoechst-high %,MT stabilize HCS cytotoxicity %,Hep lipid drop,Hep lipid drop cells 6.5 µM,PMI inhibition,TNAP activators,human PMI inhibition,T cell HTS,T cell HTS vesicle-bound %
COC(=O)c1ccc(Oc2coc3cc(OCc4cnn(-c5ccccc5)c4)ccc3c2=O)cc1,-0.69,1577,-2.4,1369,i,-19.7,3.3,2.1,7.8,/,/,0.6%,1.5,8.9%,i,51.0
Cc1ccccc1Nc1c(-c2ccncc2)nc2ccc(Br)cn12,0.08,1366,-0.5,927,i,-0.1,3.3,1.6,4.2,-2.9,523,-3.5%,1.2,10.3%,i,4.7
CCN(CC)CCNc1c2c(c(C#N)c3nc4ccccc4n13)CCCC2,-0.86,852,0.0,1165,i,-3.3,1.5,1.9,5.7,-28.7,713,-4.7%,1,-5.5%,i,54.2
COc1ccc2[nH]c(=O)c(CN(CCc3ccccc3)C(C)=O)cc2c1,0.01,1642,-2.4,1381,i,3.0,2.4,2.1,8.3,/,/,-6.4%,1.1,2.1%,i,29.2
CCOc1ccc(N2C(=O)CS/C2=N/NC(=O)COc2ccc3ccccc3c2)cc1,/,/,/,/,i,9.3,3.2,2.0,7.2,/,/,1.0%,1.1,3.7%,i,32.3
O=c1[nH]c(/C=C/c2ccccc2[N+](=O)[O-])nc2ccccc12,-0.15,1435,0.8,1083,i,0.7,8.6,2.9,3.7,16.5,650,0.6%,1,6.6%,i,52.8
O=C(COC(=O)c1ccc2c(c1)S(=O)(=O)N=C1CCCCCN12)NCCc1ccc(F)cc1,-0.1,1317,-3.9,1212,i,2.5,3.1,2.4,5.2,2.4,704,-1.6%,1,-4.3%,i,6.9
CC1CCCCN1Cc1cnc(Cl)s1 (stereo not given),0.75,1871,-4.0,1033,i,-4.9,0.4,1.7,7.7,1.1,634,5.7%,1.1,6.0%,i,34.5
Cc1cc2nc(C)c(Cl)c(=O)n2[nH]1,0.5,1148,1.1,1093,i,7.7,6.5,2.0,5.3,-1.0,664,-14.9%,1,-11.1%,i,61.4
[O-]/C(=C(\C(=S)NCc1ccccc1)[n+]1ccccc1)c1ccc(Cl)s1,0.04,1331,-1.3,1109,i,18.6,2.9,3.2,4.5,34.0,696,22.2%,1.1,13.8%,i,25.9
CN(Cc1ccccc1)Cc1nc2c(c(=O)n(C)c(=O)n2C)n1Cc1ccccc1Cl,-0.22,877,-1.6,1151,i,12.4,4.8,3.2,2.4,/,/,-0.9%,1.1,-2.0%,i,19.1
CCN1C(=O)N(c2ccc(Cl)cc2)C(C)=CC1(C)C,0.26,1287,2.1,1368,i,2.7,1.9,1.5,2.1,/,/,13.3%,1,14.5%,i,43.7
CCCCS(=O)(=O)c1sc2nc(C)cc(C)c2c1N,-0.45,1287,1.5,1041,i,3.3,1.5,2.0,5.7,-16.9,719,-35.4%,1.1,1.5%,i,14.5
Cc1nc(-c2ccccn2)sc1C(=O)Nc1ccc(Cl)c(Cl)c1,/,/,/,/,i,24.0,1.5,1.5,11.0,/,/,3.1%,1,-1.3%,i,34.4
COc1ccc(OC)c(Cc2nnc(CCC(=O)N3CCCCC3)o2)c1,0.65,1442,-0.3,1492,i,32.1,6.8,1.9,7.9,4.1,693,-10.5%,1.1,-2.7%,i,42.3

# Brought forward from above: three entries, then new ones.
SMILES,Ins promoter up,Ins promoter up cell count,bCat nuc transl,bCat nuc transl cell count 5 µM,Autophagy mod,Autophagy mod cell loss 18 h,MT stabilize HCS,MT stabilize HCS Hoechst-high %,MT stabilize HCS cytotoxicity %,Hep lipid drop,Hep lipid drop cells 6.5 µM,PMI inhibition,TNAP activators,human PMI inhibition,T cell HTS,T cell HTS vesicle-bound %
CCCCS(=O)(=O)c1sc2nc(C)cc(C)c2c1N,-0.45,1287,1.5,1041,i,3.3,1.5,2.0,5.7,-16.9,719,-35.4%,1.1,1.5%,i,14.5
Cc1nc(-c2ccccn2)sc1C(=O)Nc1ccc(Cl)c(Cl)c1,/,/,/,/,i,24.0,1.5,1.5,11.0,/,/,3.1%,1,-1.3%,i,34.4
COc1ccc(OC)c(Cc2nnc(CCC(=O)N3CCCCC3)o2)c1,0.65,1442,-0.3,1492,i,32.1,6.8,1.9,7.9,4.1,693,-10.5%,1.1,-2.7%,i,42.3
Cc1nc2ccc(S(=O)(=O)NCC(=O)NC(C)c3ccccc3)cc2s1 (stereo not given),-0.23,1180,1.0,1056,i,-27.7,3.0,2.0,8.6,0.7,697,10.2%,1.1,5.9%,i,7.5
O=C(OCc1cc2ccccc2[nH]c1=O)c1cccs1,0.03,1536,-0.4,1132,i,2.6,2.8,2.0,6.9,-8.5,694,14.3%,1.1,5.0%,i,50.0
CC(=O)c1cccc(NC(=O)N2CCCC2C(=O)Nc2cccc(C)c2)c1 (stereo not given),0.2,1172,-7.2,1041,i,9.1,2.5,2.0,10.7,/,/,2.7%,1.1,3.2%,i,35.1
CC1CCCC(C)N1C(=O)COC(=O)c1ccc(O)cc1 (stereo not given),1.73,821,-2.6,1177,i,3.2,1.6,2.0,10.6,-0.8,762,-16.0%,1.1,-15.4%,i,5.2
S=C(Nc1ccc(Cl)cc1Cl)Nc1ccccc1Oc1ccccc1,-0.32,1523,-0.1,1409,i,2.3,1.1,1.7,10.3,/,/,3.9%,0.9,4.9%,i,18.5
O=c1c2cc(N3CCOCC3)ccc2[nH]c(=S)n1CC1CCCO1 (stereo not given),-0.19,1284,/,/,i,-12.2,3.6,2.4,5.8,5.4,697,-19.4%,1.1,0.5%,i,17.0
CC(=O)O[C@H]1CSC[C@H]1NC(=O)c1ccccc1,-0.06,822,/,/,i,-3.8,1.4,2.1,4.8,-21.8,757,5.8%,1.1,7.4%,i,59.5
COc1cc2c(ccc3cc(OC)c(OC)c(O)c32)cc1O,0.48,1000,6.9,854,/,/,/,/,/,-3.6,707,/,/,/,i,41.3
S=C(NCc1ccco1)N1CCN(c2ccc(Cl)cc2)CC1,0.49,1462,-0.7,1511,i,1.6,1.6,1.8,2.4,-3.4,691,-0.3%,1.1,4.3%,i,31.7
CC(C)c1nnc(NC(=O)CN(C)S(=O)(=O)c2ccc3c(c2)OCCO3)s1,0.16,1230,-2.9,963,i,1.9,5.1,2.4,5.3,/,/,-5.9%,1.2,-6.2%,i,24.7
COc1cccc(C(=O)Nc2ccccc2OC(F)(F)F)c1,0.11,1633,4.8,842,i,18.9,4.3,1.3,5.0,-2.5,776,1.4%,1,4.6%,i,52.5
CC1(C(=O)NC2CCCCCCC2)CCC(=O)N1Cc1cccs1 (stereo not given),-0.46,1004,/,/,i,26.6,1.9,0.8,4.8,2.7,759,-2.8%,1.2,1.4%,i,21.3
COc1ccc(NC(=O)CSc2nc(C)cc(C(F)(F)F)n2)cc1,0.12,1974,-0.8,1053,i,0.7,1.3,1.5,6.3,1.0,737,2.8%,1.1,4.3%,i,33.2
COc1ccc(NC(=O)c2nc(SC)ncc2Cl)cc1,-0.54,1085,-0.4,1333,/,/,/,/,/,-0.6,681,/,/,/,i,5.7
CN(C)C(CNC(=O)/C=C/c1cccc(Cl)c1)c1ccccc1 (stereo not given),0.91,1030,-0.9,1045,i,8.6,5.2,3.1,3.0,-15.5,695,9.8%,1,13.3%,i,35.2
Nc1nc(SCC(=O)Nc2ccccc2C(F)(F)F)[nH]c(=O)c1-c1ccccc1,0.05,1452,1.1,1429,i,-15.6,2.7,2.5,12.1,-1.7,723,-4.3%,1,-5.9%,i,21.7
COc1cccc(-n2c(-c3cccc(S(=O)(=O)N(C)C)c3)n[nH]c2=S)c1,0.4,1108,-0.9,974,i,-4.2,2.2,2.8,4.7,-2.0,643,7.2%,1,8.5%,i,32.4
CC1(C)CCCC2=C1CC1C(=O)N(c3ccccc3)C(=O)C1C2 (stereo not given),-0.31,1513,-7.7,949,i,1.3,3.6,2.2,7.2,/,/,6.1%,1.1,-7.2%,i,7.6
Cc1ccccc1COC[C@H](CC(C)C)N1CCN(C(=O)c2cccc(C(F)(F)F)c2)CCC1=O,-0.46,1196,/,/,i,27.4,2.4,1.6,5.8,-11.8,748,13.1%,1,13.9%,/,/
Cc1cccc(N2CCN(C(=O)NCc3ccc(Cl)cc3)CC2)c1,/,/,-1.4,1170,i,-3.9,4.5,1.9,3.5,49.5,674,-9.3%,1,-9.8%,i,37.6
COc1ccc(C(O)c2nccn2C)cc1 (stereo not given),0.16,849,-5.9,1274,i,4.7,0.5,1.0,0.5,-11.4,752,9.1%,1.1,10.8%,i,38.2
O=C(NC(=S)N1CCN(c2c(Cl)cccc2[N+](=O)[O-])CC1)c1cccs1,0.34,1716,-4.9,1088,i,-21.8,4.2,1.8,7.7,-10.4,672,12.7%,1.1,7.7%,i,14.4
CCOC(=O)c1cc2cc(-c3c(C(=O)OCC)oc4cc(O)cc(O)c4c3=O)ccc2o1,0.3,1350,-1.7,1155,i,-13.2,3.2,1.9,5.7,1.2,676,4.1%,1.1,12.2%,i,28.6
O=C(CNC(=O)c1ccco1)OCc1c(F)cccc1Cl,-0.41,1632,0.2,1375,i,-0.9,2.4,2.9,9.9,/,/,-5.3%,1,-6.6%,i,35.7
COCCCNC(=S)N1CCC(NC(=O)c2ccco2)CC1,/,/,0.5,1612,i,-10.2,1.4,2.1,5.0,4.8,695,-7.8%,1,-4.3%,i,30.3
CC1CN(C(=S)NC(=O)c2cccc([N+](=O)[O-])c2)CC(C)O1 (stereo not given),1.51,1333,2.3,1351,i,-15.3,2.9,1.7,8.0,/,/,14.5%,1.1,9.9%,i,39.7
CC(C)(C)NC(=O)c1ccc2c(c1)N(CC(=O)N1CCN(c3ccc(F)cc3)CC1)C(=O)C(C)(C)O2,-0.82,1230,-0.4,1126,i,-8.2,3.9,2.0,6.9,/,/,-3.6%,0.9,-7.4%,i,19.0
